Screening results: PubChem, Broad Institute
EWS-Fli inh = blocks EWS/Fli oncoprotein-driven transcription; A673 NR0B1-luciferase reporter, viability-normalised; inhibition, % at 12.6 µM; 350,000 tested, 0.67% active;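 active = mean inhibition of at least 50% after viability correction, with every replicate also passing that limit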;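 note: firefly luciferase signal divided by Alamar Blue viability fluorescence both relative to DMSO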
FN deposition inh = fibronectin deposition inhibition | inhibition, % at 12.6 µM | 350,000 tested, 0.086% active | AH1F fibroblasts, Alexa488-fibronectin deposition fluorescence, overnight | AID 743247;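 active = mean inhibition across replicates of 30% or more, regardless of how many single replicates reach that level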;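 note: positive control wells lacked labelled fibronectin entirely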
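Material: AH1F fibroblasts assembling fluorescent fibronectin matrix; amount: 10000 AH1F cells/well; medium: DMEM, 2% serum; reagent: Alexa488-fibronectin, 24 nM final in well; dosing: single compound dose, delivered by pin transfer; incubation: 1 h adhesion, overnight exposure; detection: fluorescence after three HBSS washes, excitation 485 nm, emission 525 nm; measure: fibronectin deposition inhibition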
miR122 inh = blocks miR-122 activity in Huh7 sensor cells | Huh7 miR-122 Renilla luciferase sensor, 48 h; neutral wells = 0, positive control = 100 | activation (reporter increase), % at 12.5 µM | 340,000 tested, 0.3% active;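 active = mean replicate activation score at least 90 and every replicate individually at or above 90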;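 note: higher luciferase means less miR-122 activity so hits act as miR-122 inhibitors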
Cneo AK release = Cryptococcus neoformans lysis via adenylate kinase release; C. neoformans lysis, adenylate kinase release luminescence, 4 h; normalised: neutral wells 0, clomiphene wells 100; lysis activity, % at 15 µM; 360,000 tested, 0.2% active; AID 651654;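 active = mean lysis activity across replicates of at least 80%, whatever share of replicates individually reach that level; inactive = mean lysis activity below 80%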
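Material – Cryptococcus neoformans yeast cells · Quantity – 5 × 10^6 yeast cells/mL · Buffer or medium – YPD medium · Compound – single dose · Timing – 4 h static compound exposure, 37 °C, read 1 h post-reagent · Signal – adenylate kinase release luminescence · Read-out basis – lysis from increased AK signal · Benchmarks – Clomiphene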
LGR2 inh = Drosophila LGR2 receptor signaling inhibition; HEK293 LGR2, CRE-luciferase, bursicon-stimulated, 4 h; inhibition, % at 9.99 µM; 380,000 tested, 0.35% active;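 active = drop in luminescence signal, shown as inhibition above about 50% in the replicate tests, limit read from the data, passing the limit was not always enough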;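 note: agonist challenge used bursicon conditioned medium at about half maximal strength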
PGC1a acetyl inh = PGC1a acetylation modulation, inhibitor mode | U2OS PGC1a acetylation, AlphaScreen anti-acetyl-lysine; with virally co-expressed GCN5 acetyltransferase | inhibition, % at 15.6 µM | 350,000 tested, 0.17% active | AID 651687;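 active = every replicate shows inhibition of at least 40%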;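 note: 0% = neutral control wells and 100% = positive control wells; some results beyond the cut were filed as inactive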
PAX8 inh HTS = inhibitors of PAX8 transcriptional activity in RMG-I cells | RMG-I TPO-luciferase reporter, SteadyGlo, 24 h | AID 652154 | inhibition, % at 12.6 µM | 360,000 tested, 1.2% active;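 active = mean replicate inhibition at least 60% with every replicate also reaching 60%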;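 note: luciferase light reporting Pax8 driven TPO promoter activity; plate controls were median of neutral control wells for no effect and mitoxantrone controls for full effect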
CASP6 VEID inh = inhibitors of human caspase-6. P55212. purified caspase-6, Z-VEID-R110 cleavage fluorescence. inhibition, % at 12.5 µM. 350,000 tested, 0.53% active. AID 686996;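 active = mean inhibition across replicates at least about 35%, with every replicate also reaching that limit, limit read from the data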;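 note: 0% = median of neutral control wells and 100% = no fluorescence left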
Target sequence (P55212 24-179 limits assumed): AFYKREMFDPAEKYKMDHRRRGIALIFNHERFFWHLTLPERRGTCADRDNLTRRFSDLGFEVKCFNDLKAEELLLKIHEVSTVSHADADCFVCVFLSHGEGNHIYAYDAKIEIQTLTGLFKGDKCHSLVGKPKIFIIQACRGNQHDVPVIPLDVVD
Target sequence (P55212 194-293 limits assumed): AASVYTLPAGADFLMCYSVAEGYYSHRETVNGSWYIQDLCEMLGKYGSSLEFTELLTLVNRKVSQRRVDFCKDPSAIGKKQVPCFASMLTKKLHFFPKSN
* = called active by the depositor; / = not tested or not shown; & = joins results of further samples; [ ] = dose if it differs, or a comment.

SMILES	EWS-Fli inh	FN deposition inh	miR122 inh	Cneo AK release	LGR2 inh	PGC1a acetyl inh	PAX8 inh HTS	CASP6 VEID inh
COc1ccc(NC(=O)N(C)C[C@H]2OCCCC[C@H](C)Oc3ccc(NS(=O)(=O)c4ccc(C)cc4)cc3C(=O)N([C@@H](C)CO)C[C@@H]2C)cc1	21	8	-3[16.7 µM]	7	-7	14	3	-2
COC(=O)c1ccc(NC(=O)COc2ccc3c(c2)OCO3)cc1	-4	0	1	/	6	-3	-6	-2
O=C(COc1ccccc1)N1CCN(c2ncccn2)CC1	-11	3	/	/	20	11	16	1
O=C(NC12CC3CC(CC(C3)C1)C2)c1ccccc1O	/	4	-6	1	/	20	-17	/
O=C(C[C@@H]1C=C[C@H](NC(=O)CC2CC2)[C@H](CO)O1)NCc1ccc(-c2ccccc2)cc1	-7	-7	-15[16.7 µM]	-1	-1	-23	18	2
Cc1ccc(C(C)NC(=O)C2CCCC2)cc1C (configuration not stated)	0	5	0	-1	-6	-2	-34	1
Cc1c(C2C(C#N)=C(N)OC3=C2C(=O)CCC3)cnn1C (configuration not stated)	-8	1	/	/	0	/	28	0
CC(C)CCOP(=O)(c1ccc(N(C)C)cc1)C(O)c1c(Cl)cccc1Cl (configuration not stated)	17	-4	69	2	2	-9	-4	0
COc1cc(OC)cc(C(=O)OCn2nnc3ccccc3c2=O)c1	2	4	-3	9	17	/	-7	1
O=C(O)CCN1C(=O)C2C3CC(C2C1=O)C1C(c2ccccc2)c2sc(=O)[nH]c2SC31 (configuration not stated)	1	/	/	/	-9	/	-15	10
NC(=O)N[C@@H](Cc1c[nH]c2ccccc12)C(=O)OCC(=O)N1CCCCC1	-2	2	/	/	-14	8	10	-1
CC(=O)n1c(-c2ccccc2)c(CO)c2ccccc21	-11	0	7	1	-12	-22	-9	-3
C[C@@H]1CN([C@H](C)CO)C(=O)c2cccc(N(C)C)c2O[C@@H]1CN(C)C(=O)Nc1ccc(F)cc1	-3	8	0[16.7 µM]	54	0	5	23	1
O=C(NC1CC1)C1CCN(C2CCN(C(=O)CCOc3ccccc3)CC2)CC1	-4	/	/	/	10	/	-1	0
CC(C)(C)OC(=O)N1CCNc2ccccc2C1	/	/	3	-1	5	3	/	/
O=C(NCc1ccco1)C(c1ccncc1)N(C(=O)Cn1nnc2ccccc21)c1ccccc1 (configuration not stated)	1	-2	6	-1	26	23	14	1
O=C(NCc1nc2ccccc2[nH]1)C1=C[C@@H](c2ccccc2)C[C@@H](OCCCCO)O1	-5&4	-5	/	9&0	-1	-5	22&0	1&1
COc1ccc(NC(=O)CN2CCCC2c2cccs2)cc1S(=O)(=O)N1CCCCC1 (configuration not stated)	17	-5	22	-5	/	-2	8	1
O=C(NN=C1CCCC1)c1ccc([N+](=O)[O-])cc1	-1	9	/	/	-29	10	-4	1
COc1cc2c(C(F)(F)F)c(-c3ccc(C#N)cc3)oc(=O)c2cc1OC	-10	-22	0	-3	-4	-2	-7	/
O=C(CSc1ccc2nnc(-c3ccccn3)n2n1)NCC1CCCO1 (configuration not stated)	-1	-7	4	-1	-3	2	17	1
CCOC(=O)c1ccc(Oc2cn[nH]c2-c2ccc(OCC(=O)NN)cc2O)cc1	-7	-5	6	0	10	7	-5	-3
COCCCNC(=O)Cn1cc(C(C)=O)c2ccccc21	0	/	-5	/	-1	-7	/	-2
O=C(CN1C(=O)NC2(CCCC2)C1=O)Nc1nc(-c2ccc(F)cc2)cs1	/	4	2	4	/	-5	-7	/
CCCC#Cc1cnc2c(c1)C(=O)N([C@H](C)CO)C[C@@H](C)[C@@H](CN(C)Cc1ccc(F)cc1)O2	1	-5	-6[16.7 µM]	7	2	-10	/	1
C[C@@H]1CN([C@@H](C)CO)C(=O)c2cccc(NC(=O)c3cnccn3)c2O[C@H]1CN(C)C(=O)Nc1ccccc1	7	/	-1[16.7 µM]	1	-13	1	1	7
C[C@H](CO)N1C[C@H](C)[C@@H](CN(C)Cc2ccc(Cl)c(Cl)c2)Oc2ccc(N(C)C)cc2C1=O	5	-6	63[16.7 µM]	-7	/	4	16	9
COc1ccc(-c2c(C(F)(F)F)oc3cc(OCC(=O)Nc4ccccc4C(F)(F)F)ccc3c2=O)cc1OC	16	4	-4	-1	/	/	3	-2
N/C(=N\OC(=O)CCC1CCCC1)c1ccc(Br)cc1	/	-3	-3	-2	-42	14	-6	-1
O=C(NCCN1CCOCC1)c1ccc2c(c1)N(Cc1ccc(Cl)cc1)C(=O)CS2	3	-1	1	1	0	-1	6	3
COc1ccc(-c2noc3c2-c2nc(-c4ccccc4F)sc2CC3)cc1	-5	-15	-10	8	-14	/	10	2
CCN(CCCNS(=O)(=O)c1ccc2c(c1)CCN2C(C)=O)c1cccc(C)c1	5	0	24	1	-1	2	-58	-1
CC(C)(C)C(=O)Nc1cc(NC(=O)C(C)(C)C)cc(C(=O)Nc2c[nH]c(=O)[nH]c2=O)c1	0	-10	-8	1	-4	17	-4	2
O=C(C[C@@H]1C=C[C@@H](NC(=O)c2ccccc2)[C@@H](CO)O1)NCc1ccncn1	-8	/	/	-5	11	15	-2	2
CC(=O)Nc1ccc(N2C(=O)CC(Sc3nccc(C)n3)C2=O)cc1 (configuration not stated)	0	4	/	1	-10	/	-2	-2
CCOC(=O)CN(C(=O)CSc1nnc2c(n1)[nH]c1ccc(OC)cc12)c1ccc(F)cc1	/	6	-3	6	/	-16	/	/
CCOCCCNC(=O)c1cc(-c2ccc(Br)s2)nc2ccccc12	10	0	-5	0	2	-8	23	0
COC(=O)c1ccc(C[n+]2ccccc2)cc1	-2	2	-6	0	5	/	-21	-7
COc1cc(/C=C/C(=O)N2CCN(Cc3ccccc3)CC2)cc(OC)c1OC	-4	-4	/	0	5	-4	-2	1
CC(C)NC(=O)N(C)C[C@@H]1Oc2ncc(C#CCC3CCCC3)cc2C(=O)N([C@H](C)CO)C[C@@H]1C	-10	0	2[16.7 µM]	-3	3	-2	/	-2
COc1ccc(CCN(C)C(=O)CN2C(=O)NC3(CCCCC3C)C2=O)cc1OC (configuration not stated)	-3	1	/	/	11	/	-4	-5
Cc1ccccc1CSc1nnc(NC(=O)C2COc3ccccc3O2)s1 (configuration not stated)	/	2	12	0	-7	7	/	/
COc1ccc(CN2CCSCC2)cc1C	0	/	-2	4	-2	2	/	-1
O=S(=O)(c1cccc(F)c1)N1CCN(Cc2cc3c(cc2Br)OCCO3)CC1	-5	-2	-8	-2	-17	-108	-12	3
O=S(=O)(Nc1ccc2c(c1)nc1n2CCN(Cc2ccccc2)C1)c1ccc(F)cc1	/	8	-9	-2	/	/	-2	/
CN1CCN(C2=Nc3cc(Cl)ccc3Nc3ccccc32)CC1	3	-1&7	-3	1	8	2	1	-3
CCCNC(=O)C1(C)CCCN(C(=O)COc2ccc(Cl)cc2Cl)C1 (configuration not stated)	6	/	/	3	1	-8	12	-3
C[C@@H]1CN([C@@H](C)CO)C(=O)c2cc(NS(=O)(=O)c3ccc(F)cc3)ccc2O[C@@H]1CN(C)Cc1ccc(Cl)c(Cl)c1	15	-21	-8[16.7 µM]	0	3	1	50	1
COC(=O)[C@]1(C)N[C@H](CN(C)S(=O)(=O)c2ccccc2)[C@@H]2C(=O)N(C)C(=O)[C@@H]21	-8	-5	/	-1	/	/	-24	20
O=C(NCC[C@@H]1CC[C@H](NC(=O)c2ccncc2)[C@@H](CO)O1)Nc1ccc(Cl)cc1	-8	1	/	-1	3	4	-13	1
CO[C@H]1CN(C)C(=O)c2ccc(NC(=O)Nc3ccc(F)cc3)cc2OC[C@H](C)NC[C@@H]1C	-5	-1	/	/	0	0	/	2
CNC[C@H]1Oc2ccc(NS(=O)(=O)c3cccs3)cc2CC(=O)N([C@@H](C)CO)C[C@H]1C	-4	0	-2[16.7 µM]	3	2	-9	/	-1
COc1ccc(CCNC(=O)CCNS(=O)(=O)c2cccc3nonc23)cc1OC	/	14	2	0	6	-1	/	/
C[C@@H]1CN([C@@H](C)CO)C(=O)c2cccc(NC(=O)c3ccc(-c4nccs4)cc3)c2O[C@H]1CN(C)C(=O)Nc1ccc(F)cc1	-4	10	-8[16.7 µM]	7	7	-1	-30	0
CC1(C(=O)O)CCC(C(=O)Nc2ccccc2O)C1(C)C (configuration not stated)	/	-1	-3	-6	/	/	9	/
Cc1nnc(NC(=O)CCNC(=O)c2ccccc2Cl)s1	0	0	/	/	-10	/	6	0
C[C@@H]1CN([C@@H](C)CO)C(=O)c2cc(NC(=O)NC3CCCCC3)ccc2O[C@H]1CN(C)Cc1ccncc1	-4	-6	-10[16.7 µM]	-10	8	-2	-9	/
OCCCNc1ncnc2c1ncn2[C@H]1CN(C2CCCC2)C[C@@H](CO)O1	2	0	-5	0	19	-2	3	2
Cc1ccc(NC(=O)Cn2nc([N+](=O)[O-])c(Br)c2C)cc1C	10	/	0	0	-7	7	/	0
COc1cc(CC2C(=O)OCC2C(=O)c2ccc3c(c2)OCO3)cc(OC)c1OC (configuration not stated)	1	3	/	/	20	/	-3	-2

Part of the list above in a different format.
O=C(NCC[C@@H]1CC[C@H](NC(=O)c2ccncc2)[C@@H](CO)O1)Nc1ccc(Cl)cc1
  EWS-Fli inh = -8 | FN deposition inh = 1 | miR122 inh = / | Cneo AK release = -1 | LGR2 inh = 3 | PGC1a acetyl inh = 4 | PAX8 inh HTS = -13 | CASP6 VEID inh = 1
CO[C@H]1CN(C)C(=O)c2ccc(NC(=O)Nc3ccc(F)cc3)cc2OC[C@H](C)NC[C@@H]1C
  EWS-Fli inh = -5 | FN deposition inh = -1 | miR122 inh = / | Cneo AK release = / | LGR2 inh = 0 | PGC1a acetyl inh = 0 | PAX8 inh HTS = / | CASP6 VEID inh = 2

(list continues)
SMILES	EWS-Fli inh	FN deposition inh	miR122 inh	Cneo AK release	LGR2 inh	PGC1a acetyl inh	PAX8 inh HTS	CASP6 VEID inh
COc1ccc(S(=O)(=O)CC(O)CN2CCCC2=O)cc1 (configuration not stated)	/	-6	2	-2	/	6	/	/
CCn1c(SCC(=O)N/N=C/C=C\c2ccccc2[N+](=O)[O-])nnc1-c1ccccc1	/	24	-6	5	/	/	8	/
CCOC(=O)N1C2=NC(C(=O)OC)=C(C(=O)OC)[C@@H]3N(C)c4ccc(OC)cc4[C@]23C[C@H]1C(=O)OC	4	4	6	1	3	2	-1	-2
C[C@H](NC(=O)C[C@H]1CC[C@@H](NS(=O)(=O)c2cccc(F)c2)[C@H](CO)O1)c1ccccc1	/	-3	/	53	15	4	/	1
COc1ccc(Cl)cc1-n1c(N)c(C(N)=O)sc1=S	4	/	-2	-1	-12	2	/	1
C=CCOc1ccc(/C=N\NC(N)=S)cc1	/	-9	2	9	-9	-7	-16	/
COc1ccccc1NS(=O)(=O)c1cc(NC(=O)c2cnccn2)ccc1N1CCOCC1	-9	0	68	6	-2	-27	12	-2
CCC(=NNC(=O)c1cccc(S(=O)(=O)N2CCOCC2)c1)c1ccccc1	1	-3	-4	0	-4	-5	-17	-1
O=C(c1ccc(F)cc1)C1CCN(C(=O)c2ccccc2)CC1	-11	4	5	2	9	24	10	-1
CO[C@H]1CN(C)C(=O)c2cc(NS(C)(=O)=O)ccc2OC[C@H](C)N(C(=O)C2CCCCC2)C[C@H]1C	-13	-5	0[16.7 µM]	2	22	/	-19	1
